Assay outcomes deposited in PubChem BioAssay by several laboratories.
ABCB6 inh MLPCN = human ABCB6 transporter inhibition; Q9NP58; K562-ABCB6 porphyrin accumulation, flow cytometry, 1 h; stronger effect = lower value; fluorescence ratio to DMSO, % at 10 µM; hit rate 0.19% among 360,000; AID 602162;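 active = fluorescence ratio to DMSO below 75%, the collection mean minus 3 SD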;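 also: signal is porphyrin accumulated inside mitochondria; 100% equals median channel fluorescence of DMSO control wells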
HTR2A ag = mouse HTR2A agonism via beta-arrestin recruitment; P35363; CHO-K1 mHTR2A beta-arrestin complementation, luminescence; percent of 30 µM serotonin response; activation, % at 7.6 µM; hit rate 0.66% among 360,000;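 active = activation above a run cutoff, the mean activation of all tested compounds plus 3 SD, cut at about 14% in these data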;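 also: 0% = plate median of compound wells and 100% = 30 µM serotonin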
Target sequence (P35363 whole entry, looked up): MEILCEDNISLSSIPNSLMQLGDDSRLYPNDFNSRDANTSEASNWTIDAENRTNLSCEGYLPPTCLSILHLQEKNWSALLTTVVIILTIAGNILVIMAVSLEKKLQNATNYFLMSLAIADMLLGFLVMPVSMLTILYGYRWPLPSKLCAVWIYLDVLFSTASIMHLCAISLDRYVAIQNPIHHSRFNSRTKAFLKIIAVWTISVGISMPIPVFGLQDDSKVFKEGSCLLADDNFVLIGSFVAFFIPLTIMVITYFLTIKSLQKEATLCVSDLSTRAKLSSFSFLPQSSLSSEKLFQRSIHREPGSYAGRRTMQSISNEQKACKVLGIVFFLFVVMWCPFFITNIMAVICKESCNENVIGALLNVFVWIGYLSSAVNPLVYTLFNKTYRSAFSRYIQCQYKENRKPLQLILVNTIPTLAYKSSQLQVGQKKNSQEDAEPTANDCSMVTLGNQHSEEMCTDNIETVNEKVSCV
H9c2 protect = modulators protecting cardiomyocytes from myocardial damage; H9c2 cardiomyocytes, H2O2 injury protection, ATPLite, 2 h; protection from H2O2 cell death, % at 20 µM; hit rate 0.63% among 360,000;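 active = compounds giving at least 50% protection of heart cells from peroxide-induced death in the single-dose screen, raw or plate-pattern-corrected value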;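 also: 0% = DMSO wells with peroxide and 100% = DMSO wells without peroxide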
PDI inh = blocks human protein disulfide isomerase activity; hit rate 0.052% among 350,000; inhibition, % at 10 µM; AID 588391; P07237; PDI insulin aggregation turbidity, A650, 90 min;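 active = mean inhibition across replicates of 30% or more, whatever share of single replicates reach that level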;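 also: absorbance from insulin aggregation driven by PDI reduction with DTT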
Target sequence (P07237 whole entry, looked up): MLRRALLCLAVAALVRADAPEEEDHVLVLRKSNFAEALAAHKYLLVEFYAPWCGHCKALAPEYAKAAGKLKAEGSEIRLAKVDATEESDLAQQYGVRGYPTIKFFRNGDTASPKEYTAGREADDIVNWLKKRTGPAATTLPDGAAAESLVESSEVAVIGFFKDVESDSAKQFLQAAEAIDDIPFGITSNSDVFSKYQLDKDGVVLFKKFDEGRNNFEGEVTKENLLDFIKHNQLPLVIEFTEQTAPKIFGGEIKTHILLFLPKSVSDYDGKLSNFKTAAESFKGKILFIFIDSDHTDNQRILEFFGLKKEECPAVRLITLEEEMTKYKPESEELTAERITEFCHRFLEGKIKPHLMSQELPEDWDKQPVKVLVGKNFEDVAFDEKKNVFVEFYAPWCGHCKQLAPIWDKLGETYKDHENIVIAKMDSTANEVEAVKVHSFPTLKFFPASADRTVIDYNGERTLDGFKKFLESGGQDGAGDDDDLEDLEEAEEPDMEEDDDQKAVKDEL
MC4R barr agon = agonists of human melanocortin 4 receptor (MC4R) beta-arrestin; hit rate 0.98% among 360,000; activation, % at 8.9 µM; AID 540308; P32245; U2OS MC4R beta-arrestin complementation, luminescence; percent of melanotan II response, DMSO zero;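 active = activation above a per-plate cutoff, the mean activation of sample wells on that plate plus 3 SD, cut at about 8% in these data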
ABHD5-PLIN5 inh = blocks binding of human ABHD5 to perilipin-5 | Split G. princeps luciferase complementation, luminescence, 4 h | inhibition, % at 4 µM | hit rate 0.78% among 360,000 | AID 602281;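 active = inhibition above the mean inhibition across every tested compound plus 3 SD, cut at about 22% in these data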;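 also: 0% = DMSO only wells and the 100% control is not disclosed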
Granule exo inh = blocks lytic granule exocytosis; inhibition, % at 10 µM; hit rate 0.66% among 360,000; TALL-104 LAMP-1 surface exposure, flow cytometry; cells stimulated with thapsigargin and PMA;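 active = inhibition above about 55%, limit read from the data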
MC4R antag cAMP = blocks human MC4R cAMP signaling; P32245; MC4R-expressing cells, MTII-stimulated cAMP, LANCE TR-FRET; inhibition, % at 6.5 µM; hit rate 0.48% among 360,000;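 active = inhibition above its plate's cutoff, the mean of tested wells on that plate plus 3 SD, cut at about 29% in these data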;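 also: 0% = Melanotan II alone and 100% = Melanotan II plus saturating MCL0020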
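System – human MC4R-expressing U2OS cells · Also added – Melanotan II · Dosing – one concentration, 6.5 µM nominal · Timing – 30-min compound, 1-h challenge, 1-h detection, room temperature · Measured by – Eu-cAMP/anti-cAMP TR-FRET, emission 671 nm · Replicates – singlicate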
CaV13 FRET inh = Primary screen for inhibitors of IQ motif and Ca2+-dependent inactivation inhibitor domain binding in CACNA1D, Förster resonance energy transfer in living cells, …; HEK cells, CFP/YFP FRET ICDI-IQ, plate reader, 10 min; percent FRET-ratio fall versus neutral wells; inhibition, % at 12.3 µM; hit rate 0.098% among 340,000; AID 743397;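 active = mean replicate inhibition of at least 30% and at least 1% of replicates passing that level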;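 also: 0% = median of the neutral control wells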
N-glyco inh = blocks N-linked glycosylation in D54 reporter cells | D54 ERlucT glycosylation luciferase reporter, 24 h; percent of 100 nM tunicamycin response | reporter increase, % at 12.5 µM | hit rate 0.23% among 360,000;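 active = mean luciferase reporter signal, scaled so untreated is 0 and the glycosylation-blocking control 100, at or above a set limit in every replicate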;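 also: luciferase carries N-glycosylation sites so blocking glycosylation raises the light; 0% = median of neutral control wells and 100% = median of 100 nM tunicamycin wells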
* hit, by the source's call; / = no result given.

SMILES | ABCB6 inh MLPCN | HTR2A ag | H9c2 protect | PDI inh | MC4R barr agon | ABHD5-PLIN5 inh | Granule exo inh | MC4R antag cAMP | CaV13 FRET inh | N-glyco inh
COc1cccc(NC(=O)CN(C)C(=O)C2CC3C=CC2C3)c1 (centres undefined) | 99 | 4 | -7 | -6 | -0.2 | -9 | -2 | 9 | -5 | 9
CC(C)(C)C(=O)CSc1ccc(S(=O)(=O)N2CCCC2)cn1 | 89 | -2 | 4 | 1 | -0.5 | 1 | -1 | -2 | -2 | 2
O=C(c1ccccc1F)N1CCN(S(=O)(=O)c2ccc(S(=O)(=O)N3CCCCC3)cc2)CC1 | 99 | 3 | -1 | -3 | -1.1 | 3 | 1 | 8 | -8 | -1
c1csc(-c2ccc3nncn3c2)c1 | 103 | 0 | -1 | 21 | -2.1 | 9 | 16 | 3 | -9 | 4
CCc1nnc(NC(=O)c2ccc(COc3ccccc3C)o2)s1 | 97 | 2 | -6 | 6 | 0.1 | 0 | -5 | -2 | -3 | 1
Cc1cc(C(=O)Nc2c(C)nn(Cc3ccccc3Cl)c2C)no1 | 99 | -1 | 3 | -2 | -0.6 | -7 | 2 | 2 | -8 | 2
CC(=O)c1ccc(N2CCN(C(=O)c3n[nH]c4ccccc34)CC2)cc1 | 100 | 1 | 2 | 0 | -1.7 | 7 | 1 | -2 | -4 | 1
Cc1ccc2nc(-c3ccc(NC(=O)c4cccnc4)cc3)oc2c1 | 96 | 2 | 48 | 13 | 3.9 | 10 | 4 | 13 | -6 | -5
Cc1ccccc1-c1nc(CS(=O)(=O)CC(=O)N2CCCCC2)c(C)o1 | 95 | -3 | 1 | 3 | -2.1 | 7 | 6 | 0 | -15 | -1
CCOC(=O)N1CCC(NC(=O)C(Cc2ccccc2)NC(=O)C2CCCCC2)CC1 (centres undefined) | 90 | -4 | -1 | -4 | -0.1 | 10 | 1 | 3 | -8 | -3
CN(C1CCCCC1)S(=O)(=O)c1ccc2[nH]c(=O)oc2c1 | 104 | 3 | -1 | 0 | 4.9 | -2 | -2 | 5 | 8 | 1
CC(C)NC(=O)N(C)C[C@H]1OCc2cnnn2CCCC(=O)N([C@H](C)CO)C[C@H]1C | 99 | 8 | 4 | -8 | 1.3 | 13 | 0 | -2 | -5 | 1
COc1ccc(C(=O)NC(=C(Cl)Cl)S(=O)(=O)c2ccc(C)cc2)cc1 | 91 | 0 | 0 | -11 | -1.9 | 4 | -8 | -4 | -7 | 27*
Cc1cccc(C(O)c2ncc(-c3cccc(C(F)(F)F)c3)[nH]2)c1C (centres undefined) | 102 | 2 | -20 | 0 | 4.0 | -9 | 6 | 12 | -10 | -3
CCc1ccc2c(c1)C(c1cccs1)=NNC(c1cccnc1)=N2 | 95 | -2 | 1 | 0 | -0.7 | -5 | -1 | -4 | -6 | -3

A different layout for part of the listing above:
SMILES,ABCB6 inh MLPCN,HTR2A ag,H9c2 protect,PDI inh,MC4R barr agon,ABHD5-PLIN5 inh,Granule exo inh,MC4R antag cAMP,CaV13 FRET inh,N-glyco inh
CC(C)(C)C(=O)CSc1ccc(S(=O)(=O)N2CCCC2)cn1,89,-2,4,1,-0.5,1,-1,-2,-2,2
CCOC(=O)N1CCC(NC(=O)C(Cc2ccccc2)NC(=O)C2CCCCC2)CC1 (centres undefined),90,-4,-1,-4,-0.1,10,1,3,-8,-3
Cc1cccc(C(O)c2ncc(-c3cccc(C(F)(F)F)c3)[nH]2)c1C (centres undefined),102,2,-20,0,4.0,-9,6,12,-10,-3

Next part:
SMILES | ABCB6 inh MLPCN | HTR2A ag | H9c2 protect | PDI inh | MC4R barr agon | ABHD5-PLIN5 inh | Granule exo inh | MC4R antag cAMP | CaV13 FRET inh | N-glyco inh
Nc1c(C(=O)Nc2ccccc2F)sc2nc(-c3ccco3)ccc12 | 112 | -2 | 2 | -6 | 3.2 | 17 | 0 | 18 | 1 | -12
COc1cccc(/C=C2\Oc3cc(OCC(=O)N4CCCCC4)ccc3C2=O)c1OC | 99 | 1 | -2 | 3 | -2.5 | 6 | 10 | 8 | -7 | 0
Cc1ccccc1CC(=O)N1CCN(C(=O)c2ccco2)CC1 | 100 | -2 | 0 | -6 | -0.7 | -5 | 5 | -5 | -2 | 0
COCCNC(=S)NNC(=O)c1cc(C2CC2)nc2ccccc12 | 94 | -3 | 4 | -1 | -4.3 | -7 | -1 | 10 | / | 3
COc1cc(C)c(S(=O)(=O)NOCc2ccccc2)c(C)c1C | 100 | -2 | -14 | -16 | 0.6 | -3 | 4 | 5 | -6 | -3
CC(C)C[C@H]1CN([C@@H](CC(C)C)CN2CCCC2CN2C(=S)NC[C@@H]2Cc2ccc(O)cc2)C(=S)N1CCc1ccccc1 (some centres undefined) | 91 | 0 | -15 | 10 | -1.4 | 1 | 13 | 3 | -5 | -9
Cc1nnc(SCC(=O)Nc2ccc3c(c2)OCO3)s1 | 97 | -2 | -1 | -1 | -0.7 | -6 | 7 | -2 | -4 | 2
Cc1nnc(-c2ccccc2)o1 | 98 | 5 | 1 | -3 | 1.2 | 2 | 4 | -5 | -6 | -1
CCOC(=O)C1CCN(C2=NC(=O)/C(=C/c3ccccc3OC)S2)CC1 | 96 | -1 | 8 | 9 | -0.2 | -6 | -10 | 10 | -18 | 3
CC(=O)c1ccccc1OC(=O)c1ccc(-c2ccccc2)cc1 | 103 | -5 | -10 | 5 | 0.1 | 3 | -17 | 17 | -4 | 2
COc1ccc(NS(=O)(=O)c2ccc(NC(C)=O)cc2)cc1OC | 93 | 2 | -14 | -2 | -1.4 | -5 | -8 | 2 | -6 | 0
Cc1ccccc1CCNC(=O)C1CCC(=O)N(C2CCCCCC2)C1 (centres undefined) | 102 | -5 | 1 | -5 | -1.0 | -3 | 2 | 4 | -3 | 0
COc1cc(/C=C/C(=O)NC(C)(C)C)ccc1OCc1ccccc1 | 88 | -3 | 0 | 11 | -1.7 | -1 | -2 | 4 | -5 | -3
CCCCn1c(N)c(N(CCOC)C(=O)CN2C(=O)NC3(CC(C)CC(C)(C)C3)C2=O)c(=O)[nH]c1=O (centres undefined) | 92 | 9 | -3 | 8 | -1.6 | 6 | -7 | -1 | -2 | 0
C/C=C/c1ccc(OCC(=O)OCC)c(OC)c1 | 105 | -2 | 7 | 3 | 0.6 | 2 | -2 | 20 | -8 | 3
Clc1cccc(Cc2nn[nH]n2)c1 | 80 | -2 | 2 | / | -0.1 | 4 | -1 | 0 | -2 | -5
CCn1ccnc1CN(C)Cc1cn(-c2ccc(C)cc2)nc1-c1ccc(F)cc1 | 98 | -6 | 1 | 2 | 0.6 | 4 | 6 | 9 | -3 | 0
Cc1noc(C)c1COc1cccc(C(=O)NCc2ccccc2Cl)c1 | 101 | 0 | -9 | -2 | -0.8 | -2 | -4 | 9 | 1 | 1
O=S(=O)(Nc1c(F)cccc1F)c1ccc(Cl)nc1 | 101 | 1 | 0 | -5 | -1.1 | 8 | -5 | 3 | -2 | 2
COc1ccc(OCC(=O)NCCS(=O)(=O)N2CCN(c3ccc(F)cc3)CC2)cc1 | 105 | 0 | 6 | -7 | -0.6 | 3 | -4 | -8 | -3 | 1
S=C(NCCc1ccccc1)NCc1ccccc1Cl | 100 | 4 | -12 | 19 | -2.1 | -4 | 10 | -1 | -15 | 0
Cc1ccc(Cl)cc1N1CCN(C(=O)CCCn2c(=O)c3cccn3c3cccnc32)CC1 | 95 | -1 | 2 | -5 | 1.1 | 6 | 12 | -8 | -2 | -2
S=c1[nH]cnc2scc(-c3ccccc3)c12 | 96 | 1 | 21 | -2 | -1.2 | 5 | 0 | -2 | -18 | -2
COc1cc2c(cc1OC)C1(CCCC1)CNC2c1cccc([N+](=O)[O-])c1 (centres undefined) | 100 | -12 | 11 | 6 | -7.7 | 5 | 0 | 3 | -4 | 0
CCOC(=O)CSc1nnc(-c2ccccc2)c(=O)[nH]1 | 102 | 1 | 13 | -2 | -1.1 | 1 | 2 | -2 | -5 | 0
COc1ccccc1-c1nnc(N)s1 | 100 | 4 | -4 | -4 | -4.1 | -2 | -2 | -2 | -4 | 4
C=COCCNC(=O)C(=O)NC(C)C | 94 | 4 | 8 | 2 | 1.5 | -4 | 1 | 14 | -3 | 0
COc1ccc(C)cc1S(=O)(=O)N1CCN(C(=O)c2ncoc2-c2cccc(C)c2)CC1 | 92 | 2 | 3 | 2 | -0.1 | 2 | -4 | -1 | -2 | -2
CC1Cc2ccccc2N1C(=O)COC(=O)c1cccnc1Cl (centres undefined) | 92 | -7 | -5 | 16 | 1.1 | 6 | -2 | 4 | -7 | 4
O=C(NC1CCCC1)c1ccc(S(=O)(=O)N2CCOCC2)cc1 | 96 | 4 | 11 | 5 | -0.9 | 3 | 0 | 0 | / | 0
Cc1ccc(S(=O)(=O)NCc2csc(-c3cccs3)n2)cc1 | 99 | 1 | -4 | -9 | 1.6 | -3 | -1 | 18 | 3 | 1
Cc1cnc(C(=O)OCC(=O)Nc2ccc(C)c(S(=O)(=O)N3CCCCC3)c2)cn1 | 101 | -2 | 8 | -7 | 0.4 | -4 | -3 | 20 | 5 | 1
CCCc1nn(C)c2c1C(c1ccncc1)C(C#N)=C(N)O2 (centres undefined) | 96 | 3 | 7 | -5 | 2.5 | -2 | -1 | -3 | / | 0
CS(=O)(=O)Nc1ccc(C(=O)NCCC2=CCCCC2)cc1 | 98 | -1 | -4 | 1 | -2.8 | 1 | -3 | 4 | -6 | -3
CCc1nnc(NC(=O)CSc2nnnn2-c2cccc(C(=O)OC)c2)s1 | 100 | 0 | 1 | -6 | 0.4 | 0 | -1 | 4 | / | 0
Cc1nn(Cc2ccccc2Cl)c(C)c1NC(=O)c1ccn(C)n1 | 95 | 3 | -4 | -4 | 2.8 | 0 | -1 | -1 | -5 | 3
CC(C)NC(=O)COc1ccccc1C#N | 100 | 0 | -5 | 3 | 0.5 | 6 | 3 | 15 | -8 | 1
Cc1nnc(OCc2nc3ccccc3n2C)c2ccccc12 | 101 | 5 | 22 | 1 | 3.2 | 8 | -2 | -8 | -1 | 1
CC(=O)OCCNC(=O)c1cccnc1 | 97 | 1 | 6 | 3 | 0.2 | 6 | -2 | 0 | -12 | 3
CC(C)NC(=O)C1CCN(C2CCN(C(=O)c3scc4c3CCCC4)CC2)CC1 | 100 | -3 | 0 | 1 | -4.3 | 1 | 0 | 3 | 10 | 0
COCCNC(=O)C1(C)Cc2c(-c3cccc(C(F)(F)F)c3)ccnc2O1 (centres undefined) | 100 | -1 | -2 | 5 | 0.6 | 1 | 8 | 2 | -11 | 16
COc1cccc(/C=C/C(=O)OCC(=O)N(C)CC(=O)Nc2ccccc2Cl)c1OC | 86 | -7 | 1 | 1 | -2.9 | 4 | 0 | 4 | -6 | 1
CN(C)S(=O)(=O)c1ccc(NC(=O)COC(=O)Cn2[nH]c(=O)c3ccccc3c2=O)cc1 | 99 | 2 | 72* | 14 | -2.1 | 0 | -2 | 9 | 2 | 0
CCOc1cc(N(CC)CC)ccc1/C=C(/C#N)c1nc2ccccc2[nH]1 | 252 | -4 | 15 | -7 | -3.3 | 2 | 3 | 14 | -17 | -3
